HSF1 inh – HSF1 inhibition; activity change, negative = inhibition, % at 7.5 µM (by protocol); 0.77% of 300,000 active; NIH3T3-HGL HSE-luciferase, MG132-induced, luminescence 8 h; hits give low values; AID 2098;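 active means more than half of replicate wells show activity change below -50%, luminescence cut by over half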;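 further: luciferase reports HSF-1 transcriptional activity via heat shock element; 0% = median of DMSO wells and -100% = zero luminescence signal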
IEC-6 tox – counter-screen for KLF5 inhibitors: cytotoxicity in IEC-6 cells; AID 1825; inhibition, % at 5 µM; 0.78% of 290,000 active; IEC-6 cytotoxicity, luminescence viability; in the data active means inhibition above about 22%;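 further: 0% = plate median of test compound wells and 100% = cytotoxic reference compound wells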
AI-2 QS mod – modulators of Vibrio harveyi AI-2 quorum sensing system. Vibrio harveyi JMH597 AI-2 luminescence/OD600 ratio, 9 h; hits give low values; strain lacks LuxN and CqsS sensors; 0 = neutral-control median. activity change, % at 7.5 µM. 0.4% of 300,000 active; in the data active means activity change below about -75%, passing the limit was not always enough;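 further: luminescence divided by OD600 gain over 9 h not by final OD600 alone; inactives centre near 13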
SKKanGAS inh – blocks kanamycin growth of S. pyogenes SKKanGAS strain; BacTiter-Glo, 6 h; inhibition, % at 7.5 µM; 1.3% of 300,000 active;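 active means mean replicate score, as percent of positive control median, at least 50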;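 further: strain carries kanamycin resistance gene driven by streptokinase promoter and grows in 40 µg/ml kanamycin; loss of luminescence reflects streptokinase promoter inhibition or plain growth inhibition; 0% = median of DMSO wells and 100% = positive control at its reference dose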
HSP90 refold inh – blocks HSP90-mediated luciferase refolding in reticulocyte lysate | Rabbit reticulocyte lysate, luciferase refolding luminescence, 3 h | 0.91% of 290,000 active | inhibition, % at 5.6 µM;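 active means inhibition above the screen-wide mean plus 3 SD, computed separately per campaign, cut at about 16% in these data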;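 further: 0% = DMSO wells and 100% = 60 µM geldanamycin wells; inhibitors lower the luminescence because luciferase stays unfolded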
HIF activator – HIF pathway transcriptional activation; U2OS HRE-luciferase reporter, luminescence; normalized: DMSO 0%, desferrioxamine 100%; activation, % at 7.5 µM (by protocol); 0.32% of 300,000 active;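 active means mean activation of at least 10% of the iron chelator positive control signal, with at least half of replicates also reaching 10%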
Platelet DG rel – platelet dense granule release activity. 0.22% of 300,000 active. AID 1663. human platelet-rich plasma, SFLLRN dense granule ATP release, luminescence. inhibition, %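 (compounds screened at 7.5 µM in platelet-rich plasma)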;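 active means mean replicate score, as percent of positive control, at or above 50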
KLF5 inh – kruppel-like factor 5 inhibition; 0.23% of 290,000 active; DLD-1 KLF5 promoter-luciferase reporter, luminescence; AID 1700; inhibition, % at 5 µM;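 active means inhibition above a per-plate limit of that plate's mean compound inhibition plus 3 SD, cut at about 60% in these data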;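 further: 0% = DMSO wells and 100% = LY294002 at 200 µM; higher means less KLF5 promoter-driven luciferase light; inactives centre near -14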
HSF-1 act – increases HSF-1 driven luciferase reporter signal | NIH3T3-HGL HSF-1 luciferase reporter, MG132, 8 h; 100% = twice DMSO control signal | activation, % at 9 µM | 1.7% of 300,000 active | AID 504408;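 active means mean replicate activation of at least 50% with a set share of replicates each reaching 50%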;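 further: 0% = median of the neutral control wells and 100% = twice that signal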
aSyn UTR inh – MLPCN primary screen, SNCA 5' untranslated region; alpha-synuclein 5'UTR reporter, inhibitor activity; inhibition, % (tested at 7.5 µM); 0.82% of 300,000 active; AID 1813; in the data active means inhibition above about 60%;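 further: H4 neuroglioblastoma cells stably carrying SNCA 5'UTR luciferase fusion; 0% = DMSO wells and 100% = positive control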
Numbers without * were called inactive; x = not tested or not shown.

SMILES	HSF1 inh	IEC-6 tox	AI-2 QS mod	SKKanGAS inh	HSP90 refold inh	HIF activator	Platelet DG rel	KLF5 inh	HSF-1 act	aSyn UTR inh
COc1cc(Br)c(Br)cc1N	-1.2	0.7	17.7	-3.1	-0.8	0.0	5.2	-12.1	18.4	-33.1
CC(=O)Nc1ccc2cc3ccc(NC(C)=O)cc3nc2c1	-1.4	-1.9	27.9	-5.1	2.2	-12.5	0.5	-26.6	19.6	-73.3
CC(C)(C)C(=O)/C(=C/c1ccc(Cl)cc1)n1cncn1	122.5	29.1*	0.0	-1.0	6.7	6.1	3.4	19.3	150.3*	-173.2
COc1ccc(N2CC(C)Cn3c2nc2c3c(=O)n(CCN3CCOCC3)c(=O)n2C)cc1 (centres undefined)	-0.9	-3.2	8.3	-0.2	-0.1	-0.1	4.8	-11.6	10.8	6.1
COc1cccc(C(c2c(O)nc(SC)n(C)c2=O)c2c(O)nc(SC)n(C)c2=O)c1	-5.9	-3.5	6.4	4.9	-2.7	-0.1	6.9	-14.9	-7.5	5.5
CC(C)(C)c1ccc(-c2csc(NNC3=NCCCCC3)n2)cc1	5.9	-1.5	41.8	-13.3	4.0	1.8	2.5	-87.4	6.3	-78.3
CCN(CC)C(=O)c1ccc(-c2ccccc2)cc1	-41.3	-2.0	27.2	-15.0	-4.0	0.2	4.7	-17.3	-55.8	-41.1
Cc1ccc(N2CC(C(=O)NCCCn3ccnc3)CC2=O)cc1 (centres undefined)	14.0	-0.7	16.7	6.4	-5.1	-0.7	4.3	-8.1	45.0	-0.7
Cc1ccc(C(=O)O/N=C/C2=C(Cl)c3ccccc3CC2)cc1	-28.2	-2.2	37.9	-3.4	-0.6	0.1	-4.9	-14.6	-44.7	-7.8
Nc1cccn2c(-c3ccc(Cl)c(Cl)c3)cnc12	22.8	5.5	19.9	-3.5	4.4	0.4	-2.5	-2.8	70.0*	-183.2

Three compounds out of the list, ordered by SMILES length, falling:
SMILES	HSF1 inh	IEC-6 tox	AI-2 QS mod	SKKanGAS inh	HSP90 refold inh	HIF activator	Platelet DG rel	KLF5 inh	HSF-1 act	aSyn UTR inh
COc1ccc(N2CC(C)Cn3c2nc2c3c(=O)n(CCN3CCOCC3)c(=O)n2C)cc1 (centres undefined)	-0.9	-3.2	8.3	-0.2	-0.1	-0.1	4.8	-11.6	10.8	6.1
CCN(CC)C(=O)c1ccc(-c2ccccc2)cc1	-41.3	-2.0	27.2	-15.0	-4.0	0.2	4.7	-17.3	-55.8	-41.1
COc1cc(Br)c(Br)cc1N	-1.2	0.7	17.7	-3.1	-0.8	0.0	5.2	-12.1	18.4	-33.1

The results go on:
SMILES	HSF1 inh	IEC-6 tox	AI-2 QS mod	SKKanGAS inh	HSP90 refold inh	HIF activator	Platelet DG rel	KLF5 inh	HSF-1 act	aSyn UTR inh
O=C(O)CC1(CC(=O)N2CCOCC2)CCCC1	0.7	-0.8	x	3.1	0.7	-0.2	1.1	5.6	-5.0	-1.4
CCC(=O)Nc1nnc(-c2cccs2)s1	8.9	-7.5	16.4	-17.3	-5.5	0.4	-0.8	-23.3	0.2	-67.7
C=CCc1ccc2oc(C(=O)OCC)cc(=O)c2c1O	-1.5	-1.5	7.7	-1.0	2.5	-0.1	2.6	-4.4	16.3	5.2
Cc1cc(S(=O)(=O)Nc2ccc(C(=O)NCC3(N(C)C)CCCCC3)cc2)ccc1F	-2.0	x	8.9	-8.4	x	-0.6	-15.0	x	-12.8	3.5
C=CCN1CCN(c2ccncc2S(=O)(=O)N2CCOCC2)CC1	-9.1	0.2	15.4	-1.5	-5.8	-0.2	6.8	-14.9	-10.1	-14.1
COc1ccc(C2c3ccsc3CCN2C(=O)C(C)(C)C)cc1 (centres undefined)	-12.0	-2.2	22.1	50.3*	-3.3	0.1	-4.3	-6.6	1.1	-21.4
COc1ccc(/C=N/NC(=O)Nc2nonc2N)cc1	5.3	4.1	-0.8	-7.5	-2.9	0.6	-1.5	-30.3	7.5	-35.5
CC(=O)N1CCN(C(=O)c2ccc(Cl)c(NC(=O)c3cccs3)c2)CC1	-5.3	x	7.9	-3.3	x	0.2	27.1	x	7.7	-12.0
CCOc1cccc(OCCOCCOc2ccccc2C(C)=O)c1	-9.1	1.0	7.8	-6.4	1.5	0.1	15.2	-26.0	-7.8	-23.8
COC(=O)[C@@H]1CCCN1C(=O)c1ccc(OC2CCN(Cc3ccccn3)CC2)cc1	-2.0	-1.2	37.7	1.0	-2.4	-0.3	-6.2	-33.2	-13.2	-6.9
Cc1cc(N2CCN(c3cccc(C(F)(F)F)c3)CC2)n2nc(C)nc2n1	-0.3	-3.2	-1.8	1.8	3.2	-0.2	-16.3	-28.4	3.5	-29.6
CCn1nc(C)cc1C(=O)N1CCCC(N2CCN(Cc3ccc4c(c3)OCO4)CC2)C1 (centres undefined)	-2.4	7.3	1.6	-0.5	-2.1	0.1	-6.2	-15.8	-12.2	-22.8
CN(C(=O)COC(=O)c1ccccc1NCCO)C1CCS(=O)(=O)C1 (centres undefined)	-2.4	x	-1.4	-8.9	x	0.1	15.2	x	-0.8	-4.4
CCOC(=O)C1CCN(c2c(NCCN(CC)c3ccccc3)c(=O)c2=O)CC1	-4.2	-3.3	20.6	9.4	1.1	0.0	-3.0	-20.3	-14.2	-0.1
O=C(NC(=S)N1CCN(C/C=C/c2ccccc2)CC1)c1cccnc1	5.6	1.4	49.9	-12.1	1.6	-0.1	-12.9	-4.2	33.5	1.3
CC1=CCC2C(=O)N(c3ccc(Br)cc3C)C(=O)C2C1 (centres undefined)	5.6	-4.9	10.0	-5.7	-2.3	-0.1	-0.6	-25.4	-16.1	11.6
CC1O[C@@H](O[C@H](C)CC[C@@H](C)O)C(O)C[C@H]1O (some centres undefined)	-12.9	x	20.6	0.0	x	-1.1	-5.3	x	0.8	6.6
CCn1c(SCC(=O)Nc2ccc(N(C)C)cc2)nnc1-c1cccc(C)c1	-75.6*	-4.6	7.5	2.9	4.4	0.1	-8.1	-19.6	-79.7	-16.7
COc1ccc(C(CNS(=O)(=O)c2ccc(F)cc2)N2CCN(C)CC2)cc1 (centres undefined)	0.7	x	7.0	35.7	x	0.4	23.6	x	-6.7	8.3
CCOC(=O)NN1C(=O)c2ccccc2NC1c1ccc(OC)c(OC)c1 (centres undefined)	5.4	-2.7	25.6	0.2	-0.4	-0.3	-2.0	-18.7	1.6	7.4
S=C(NCc1ccc(Cl)c(Cl)c1)NCc1ccco1	6.0	-1.6	-28.6	35.9	-5.7	-0.2	3.3	-2.9	8.6	5.6
CCOc1cc(/C=N/NC(=O)COc2nc(C)cc(COC)c2C#N)ccc1O	-7.4	-3.5	12.5	-4.7	0.6	-0.5	6.4	-18.1	2.9	-7.4
CC(C(=O)Nc1ccc2c(c1)OCO2)N(c1ccc(Cl)cc1)S(C)(=O)=O (centres undefined)	8.5	-4.4	14.9	10.9	-0.9	0.0	2.2	-13.9	11.2	9.2
O=C(CCc1ccc(Oc2cc([N+](=O)[O-])cc([N+](=O)[O-])c2)cc1)N1CCCCCC1	16.6	-5.0	2.5	14.0	3.5	-0.2	-2.5	-11.3	7.1	-15.2
CCN(CC)S(=O)(=O)c1cc(C(=O)Nc2cc(C)[nH]n2)ccc1Cl	19.3	1.7	4.0	1.0	1.8	3.6	7.8	-61.3	25.8	-161.0
COC(=O)c1ccc2c(=O)[nH]c(COC(=O)c3cccc(S(=O)(=O)N4CCOCC4)c3)nc2c1	2.1	x	34.3	2.3	x	1.2	-1.5	x	7.5	-18.0
CCOc1cc(N2CCOCC2)c(OCC)cc1NC(=O)Cc1cccc2ccccc12	74.4	2.4	11.3	-0.1	-6.4	-24.5	1.7	-17.4	121.2*	1.4
COc1ccc(NC(=O)CCN2CCCCCC2)c(OC)c1	-6.9	3.5	13.0	-3.4	3.5	x	-4.2	-4.6	0.6	33.9
O=C(O)CCNc1cc2ccccc2cc1C(=O)O	1.0	-1.1	31.1	12.0	6.7	-1.4	-2.6	6.3	10.7	16.8
O=C(Nc1ccccc1)N(Cc1cccs1)C1CCCC1	-0.4	-7.9	3.5	-2.2	0.7	0.5	-2.4	-11.3	17.4	12.5
CCc1ccc(N=C2N=C(N)c3ccccc32)cc1	4.0	-8.2	-2.7	-4.0	0.3	1.1	14.5	-16.0	-7.5	-98.4
CCOc1ccc(S(=O)(=O)NC2CC2)cc1C(N)=O	-3.8	1.9	13.3	9.9	-1.6	-0.2	-3.8	-15.9	-7.1	10.2
CCOc1cc(NC(=S)NCC2CCCO2)c(OCC)cc1NC(=O)c1cccc(C)c1 (centres undefined)	6.3	-6.9	9.3	-12.4	-3.3	-0.2	7.3	2.5	20.6	-1.9
Cn1c(N)c(C(=O)COC(=O)c2cccs2)c(=O)n(C)c1=O	-7.6	2.6	17.9	0.5	-0.6	0.0	-53.5	-21.1	-0.3	5.3
Cc1ccc(/C=C(\NC(=O)c2ccccc2)C(=O)NC(Cc2ccccc2)C(=O)O)cc1 (centres undefined)	-0.8	7.4	17.1	6.1	3.5	-0.2	0.2	1.3	8.7	12.9
CCOC(=O)c1ccc(NC(=O)CSc2ccc(-c3cccnc3)nn2)cc1	-1.3	4.0	8.8	-4.6	2.8	0.1	1.0	19.4	-4.5	-10.2
CC(=O)Nc1ccc(Br)c(Cl)c1	-6.8	1.6	19.2	-6.7	0.7	-0.3	8.2	-20.8	5.9	0.3
CC12CCC(C(=O)N(NC(=O)c3ccccc3Cl)C1=O)C2(C)C (centres undefined)	6.5	9.5	18.2	-11.0	-2.7	-0.3	-5.3	5.0	23.1	35.2
Cc1ccc(S(=O)(=O)NCC(c2ccccc2)N2CCN(CCC#N)CC2)cc1 (centres undefined)	-26.3	4.2	4.0	1.0	-0.5	-0.3	9.9	12.9	-41.6	4.2
O=C(CSc1nnc(Nc2ccccc2)s1)NCCN1C(=O)CSC1=O	-5.5	-8.8	-6.5	-3.9	6.7	0.7	-6.7	-35.2	11.5	-58.9
CCN(CC)S(=O)(=O)c1ccc(S(=O)(=O)Nc2c(C)nn(C)c2C)cc1	-12.9	x	12.6	0.1	x	2.9	4.0	x	-11.3	-1.4
Cc1occc1C(=O)NC1CCCCCC1	0.7	-2.2	27.4	-1.0	-0.7	13.0*	-7.4	-22.1	6.1	-22.3
CC(C)(C)NCc1ccc(OCc2cccs2)cc1	x	3.5	19.0	x	2.7	x	x	-12.2	x	x
CC(=O)N1CCN(C(=O)c2cccc(S(=O)(=O)Nc3ccc(C)cc3)c2)CC1	-6.0	5.3	9.3	-6.0	3.4	0.0	1.4	-18.6	-11.3	5.3
CCCCOC(=O)Cn1c(=O)c2c(nc3n2CCCCN3c2ccc(C)cc2)n(C)c1=O	0.1	-5.5	18.0	10.0	-0.9	-0.6	-3.0	-25.1	8.5	22.6
COc1ccc(-c2nnc(SCCOc3cccc(C)c3)n2N)cc1	-12.0	-1.9	6.7	1.1	-1.1	0.1	-5.0	-11.1	-18.4	-5.0
COc1ccc(OC)c(NC(=O)Nc2ccc3[nH]ccc3c2)c1	0.0	x	3.6	-0.2	x	-0.5	-15.1	x	1.7	-29.4
CCOC(=O)N1CCN(c2c(NCCCN(C)c3ccccc3)c(=O)c2=O)CC1	-4.1	-1.7	26.1	-1.3	-0.9	0.0	-22.2	-5.6	1.6	20.4
CC(=O)N1c2ccc(S(=O)(=O)N3CCC(C(=O)Nc4cccc(C)c4C)CC3)cc2CC1C (centres undefined)	-1.9	2.1	-5.1	-7.7	-2.0	0.0	2.9	-34.4	-11.3	24.9
